Screening data: PubChem BioAssay, several laboratories
PERK inhibitor: blocks human PERK kinase. AID 1416. CHO PERK-DD fusion, SEAP luminescence translation reporter. actives 0.17% (n = 220,000). inhibition, % at 5.6 µM. Q9NZJ5;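 active means inhibition above the mean inhibition of all tested compounds plus 3 SD, set separately per screening campaign, cut at about 2.9% in these data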;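 further: PERK kinase domain activated by AP20187 dimerizer at 100 nM; 0% = DMSO with dimerizer and 100% = rapamycin at 8.4 µM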
zVAD death inh: blocks zVAD induced death of L929 cells. L929 zVAD necroptosis rescue, ATP luminescence, 24 h; with zVAD 60 µM. actives 0.38% (n = 220,000). viability rescue, % at 10 µM;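 active means activation, scaled between plate controls, above about 75%, limit read from the data; inactive means activation under that limit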;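 further: 0% = zVAD with DMSO and 100% = DMSO alone without zVAD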
EP2 modulator: modulates human prostaglandin E2 receptor EP2 signaling. P43116. EP2-expressing cells, cAMP HTRF FRET, PGE2 co-stimulation. induction, % at 25 µM. actives 0.83% (n = 260,000). AID 940;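 active means compounds whose cAMP rise, as percent of the full-agonist control response, exceeds 60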;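 further: rat C6 glioma line stably carrying human EP2 under a CMV promoter; the protocol text gives 20 µM as final concentration; 100% = response of wells given 1 µM PGE2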
Hck Nef HTS: blocks Nef-activated human Hck kinase | Recombinant Hck-YEEI plus Nef, Z-Lyte FRET kinase assay | inhibition, % at 20 µM | actives 0.68% (n = 220,000) | P08631;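 active means Hck-Nef kinase inhibition above about 50%, limit read from the data; inactive means inhibition below that limit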;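 further: 0% = DMSO with Hck plus Nef and 100% = Hck alone without Nef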
Runt-CBFb FRET: blocks binding of human RUNX1 Runt domain to CBFb; inhibition, % at 20 µM; Cerulean-Runt/Venus-CBFb FRET ratio 530/480, 1 h; AID 1496; actives 0.46% (n = 220,000); Q01196+Q13951;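 active means inhibition over about 50% at 20 µM in the single-dose screen, limit read from the data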;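 further: 0% = DMSO wells and 100% = excess unlabeled CBFb competitor control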
Target sequence (Q01196 whole entry, looked up, the tested form may be a part): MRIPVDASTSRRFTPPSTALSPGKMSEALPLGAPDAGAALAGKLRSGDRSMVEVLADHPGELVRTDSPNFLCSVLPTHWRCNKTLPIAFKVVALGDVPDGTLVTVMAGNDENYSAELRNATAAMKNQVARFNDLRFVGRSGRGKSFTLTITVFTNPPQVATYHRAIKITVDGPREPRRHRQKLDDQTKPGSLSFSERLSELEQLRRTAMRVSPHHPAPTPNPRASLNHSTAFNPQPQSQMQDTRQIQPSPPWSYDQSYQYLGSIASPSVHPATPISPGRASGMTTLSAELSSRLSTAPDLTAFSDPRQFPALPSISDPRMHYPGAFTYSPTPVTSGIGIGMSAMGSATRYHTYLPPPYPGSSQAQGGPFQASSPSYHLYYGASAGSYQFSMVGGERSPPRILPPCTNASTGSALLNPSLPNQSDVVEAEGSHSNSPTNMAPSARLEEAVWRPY
Target sequence (Q13951 whole entry, looked up, the tested form may be a part): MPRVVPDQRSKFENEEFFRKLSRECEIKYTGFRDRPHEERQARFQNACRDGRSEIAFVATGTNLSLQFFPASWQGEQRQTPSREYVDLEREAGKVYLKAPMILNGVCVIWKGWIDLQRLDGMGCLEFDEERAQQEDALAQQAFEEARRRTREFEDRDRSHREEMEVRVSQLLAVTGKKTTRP
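Measured by: fluorescence energy transfer, 422 nm excitation, 530/480 nm emission; Assay system: Cerulean-Runt domain; Medium: Tris pH 7.5 buffer with BSA; Measure: loss of energy transfer signal; Controls: 5 µM unlabeled CBFb as full-inhibition high control; Incubation: protein complex preformed 1 h, compound exposure 1 h, room temperature, dark.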
RBBP9 inh: inhibitors of human serine hydrolase RBBP9; O75884; recombinant RBBP9, FP-Rh probe fluorescence polarization; inhibition, % at 7.94 µM; actives 0.2% (n = 220,000);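 active means inhibition above the campaign mean of all tested compounds plus 3 SD, cut at about 14% in these data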;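 further: plate controls were DMSO wells with RBBP9 for no effect and wells lacking RBBP9 protein for full effect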
Target sequence (O75884 whole entry, looked up): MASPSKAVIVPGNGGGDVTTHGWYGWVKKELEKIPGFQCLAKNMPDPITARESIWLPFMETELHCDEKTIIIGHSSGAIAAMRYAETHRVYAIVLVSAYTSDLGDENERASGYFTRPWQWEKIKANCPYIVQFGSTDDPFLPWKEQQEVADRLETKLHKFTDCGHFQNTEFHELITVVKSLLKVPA
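Controls: DMSO-treated enzyme wells and wells lacking RBBP9 | Material: RBBP9 protein | Technique: Fluorescence polarization | Replication: Single well per compound, no replicates | Buffer or medium: Tris-NaCl-Pluronic buffer, pH 8.0 | Timing: 30 min compound preincubation, 45 min probe labeling, 25 °C | Read-out basis: Percent inhibition from mP, scaled between DMSO and no-protein wells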
TNF necrop inh: TNF-alpha cell death inhibition in Jurkat FADD-/- cells; Jurkat FADD-/- TNF necroptosis rescue, ATP luminescence, 24 h; 0 = TNF only, 100 = no-TNF cells; activation (protection from cell death), % at 10 µM; actives 0.068% (n = 220,000);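 active means activation, meaning protection from cell death, of at least 50% relative to plate controls; inactive means activation below 50%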;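 further: necroptosis triggered by 40 ng/mL TNF-alpha added together with compound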
Runt-SMMHC FRET: Runt domain-CBFb-SMMHC interaction inhibition | Q01196+Q13951 | Cerulean-Runt/Venus-CBFb-SMMHC FRET ratio 530/480, 1 h | inhibition, % at 20 µM | actives 0.74% (n = 220,000) | AID 1434;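 active means mean inhibition across duplicate retests at 20 µM reaching about 50%, limit read from the data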;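 further: 0% = DMSO wells and 100% = wells with excess untagged CBFb-SMMHC; inhibitors lower the FRET ratio by blocking Runt binding to CBFb-SMMHC; some results filed as inactive read as strong as hits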
EP2 antag: inhibitors of human EP2 prostaglandin E2 receptor. C6 glioma cells expressing human EP2, cAMP TR-FRET; cells stimulated with saturating PGE2. inhibition, % at 25 µM. actives 0.52% (n = 260,000). AID 1422;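 active means percent inhibition above 40 after rounding to a whole number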;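 further: rat C6 glioma host cells with rolipram phosphodiesterase inhibitor present; the protocol text gives 20 µM as final concentration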
* marks the source's active call; other numbers are inactive results; nt = not tested or not shown; & = joins results of further samples.

Order of values: PERK inhibitor, zVAD death inh, EP2 modulator, Hck Nef HTS, Runt-CBFb FRET, RBBP9 inh, TNF necrop inh, Runt-SMMHC FRET, EP2 antag
1. COc1ccc(-c2oc3cc(OC)c(O)c(OC)c3c(=O)c2OC)cc1O
  0.0, 56, -27, 10, -1, 0, -9.9, -8, 24
2. CS(=O)(=O)Nc1ccc(C(=O)NCCSCc2ccco2)cc1
  -0.6, 0.7, 11, 8, 2, -5, -0.1, 6, 9
3. Fc1ccc(-c2[nH]ncc2CN2CCN(c3ccc(F)cc3)CC2)cc1
  -0.2, 0.7, -23, 2, 1, -4, 2.3, 2, 12
4. COc1cc(C(=O)OC2CSCC2NC(=O)c2ccccc2)cc(OC)c1OC (stereo unspecified)
  -0.8, 0.1, -4, 17, -2, -5, -0.4, 1, 16
5. COc1ccc(NC(=O)Cn2nnc(-c3ccccc3F)n2)cc1
  0.9, 0.0, -2, 1, 0, -13, -0.1, -3, 8
6. COc1c(O)c(O)c2oc(-c3ccccc3)cc(=O)c2c1OC
  1.6, 1.0, -25, 66*, 58*, 2, -1.2, 53*, 10
7. Clc1ccccc1COc1ccc(/C=N/n2cnnc2)cc1
  -0.5, -0.1, -15, -2, -7, -6, -0.2, -3, 4
8. CCN1CCN(c2ncc(C(=O)N3CCCc4ccccc43)c3ccccc23)CC1
  -0.6, -1.5, -15, -1, 2, -5, -1.0, 0, 12
9. COCCn1nnnc1SCC(=O)c1ccc(F)cc1
  0.5, -0.9, 22, -22, 0, -4, 0.6, -2, 7
10. Cc1nn(C)cc1CNC(=O)c1ccc(F)cc1
  0.9, 0.4, 5, 2, 0, 6, 0.5, -2, 5
11. O=C(c1ccc2c(c1)OCO2)N(Cc1cccs1)C1(C(=O)NC2CCCCC2)CCCCC1
  -1.2, nt, 71*, 2, 1, -14, -1.1, 2, 4
12. CN(Cc1ccccc1)c1nnc(N)s1
  1.2, nt, 8, -5, 0, -2, 0.9, 0, 6
13. c1ccc(Cc2nnc3sc(-c4cccs4)nn23)cc1
  0.0, -0.6, 32, 6, 5, -2, -2.1, -2, 2
14. CC(C)[C@H](NS(=O)(=O)c1cccc(C(F)(F)F)c1)C(=O)OCC(N)=O
  2.0, 1.7, 31, -6, -1, 3, -0.3, -1, 7
15. CN(C)S(=O)(=O)c1ccc(C(=O)NCCSc2ccc(Br)cc2)cc1
  0.2, 2.1, -15, 1, -1, -7, 1.5, 1, 5
16. CCN1CCN(c2c(C(=O)c3ccc(OC)cc3)cnc3ccccc23)CC1
  0.1, 0.4, 3, 15, 0, -9, 4.6, 3, 5
17. CSC1=NC(C)N2C(SC)=NC(C)N12 (stereo unspecified)
  -0.1, 0.0, -24, 3, 0, -7, 0.3, -1, 18
18. O=C(Cn1c(C(F)(F)F)nc2ccccc21)N/N=C/c1ccco1
  0.4, 3.7, 0, 20, -2, -2, 0.5, -1, 1
19. O=C(c1ccccc1)c1nnc(-c2ccccc2F)o1
  1.3, -0.1, 20, 7, 1, -4, -0.4, 1, 6
20. COc1ccc(CC(=O)Nc2ccc(C(=O)Nc3ccccc3C(=O)O)cc2)cc1OC
  0.7, 0.9, -17, 4, -1, -10, -0.4, 1, 7
21. O=C(O)CSCC(=O)NCc1ccc(Cl)cc1
  2.2, 2.9, 20, 15, 0, 0, 0.2, -2, 5
22. COc1ccc(-c2[nH]ncc2CN(C)Cc2cnccn2)c(OC)c1
  0.6, 1.2, 3, 22, 0, 3, -0.6, -1, 9
23. Cc1cc(NC(=O)c2ccc(Cl)cc2)c(C)cc1O
  1.1, 1.8, -19, 22, 2, 0, -0.7, 0, 4
24. Cc1ccc(S(=O)(=O)Nc2cc(=O)[nH]c(SCc3ccc(Cl)cc3)n2)cc1
  0.1, 0.0, 12, 0, 1, -4, 1.2, -2, 2
25. CCOc1ccc(NC(N)=O)cc1
  1.0, 0.1, 8, 7, -3, -7, 1.3, -4, 5
26. CC(C)NCC#CCOc1ccc(Cl)cc1
  0.9, 0.2, 12, -2, -2, -3, 1.4, -1, 8
27. Cc1cccc(C)c1NC(=S)NN1CCN(C)CC1
  0.0, -0.1, 8, -1, 3, -2, -2.0, -6, 16
28. CCOc1ccc(NC(=O)C2CCCN(C)C2)cc1 (stereo unspecified)
  1.9, -0.5, -9, 3, -1, 4, 3.6, -4, 12
29. O=C1C2C3C=CC(C3)C2C(=O)N1CCc1ccccc1 (stereo unspecified)
  -0.1, 0.2, 18, -2, 3, -7, 2.7, 0, -5
30. COC(=O)C1CCN(C(=O)COC(=O)CC(NC(N)=O)c2ccc(Cl)cc2)CC1 (stereo unspecified)
  0.9, 1.6, 4, 1, -1, -8, -0.5, 2, 10
31. Nc1c(C(=O)O)cnc2c(-c3ccc(Cl)cc3)cnn12
  0.0, 16, 8, 21, -1, -3, -6.5, 2, 9
32. COc1cccc(NC(=O)N(Cc2cc3cc(C)cc(C)c3[nH]c2=O)CC2COCCO2)c1 (stereo unspecified)
  0.5, 0.4, 8, 1, 0, 1, -6.5, 2, 8
33. Cc1cccc(N2CCN(C(=O)CN3CCOc4ccccc43)CC2C)c1 (stereo unspecified)
  -0.5, 0.0, -47, 3, 0, -9, -0.8, -1, 7
34. CC(=O)c1ccc(NC(=O)COC(=O)c2ccccc2Nc2ccccc2)cc1
  1.6, 1.8, 4, 7, 1, 6, 2.4, 2, 3
35. COc1ccc(Nc2cc(C(=O)NCc3ccccn3)c3ccccc3n2)c(OC)c1
  -0.2, 1.5, -41, 14, -1, -10, -4.6, -4, 4
36. Cc1nc(CCNC(=O)Cc2ccc(F)cc2)cs1
  0.2, 0.5, 7, 1, 0, 0, 0.3, 3, 6
37. CCNC(=O)COC(=O)c1cc(S(=O)(=O)N2CCCCC2)ccc1C
  -0.5, -0.7, 17, 4, 2, -9, 0.4, 1, 14
38. CCOc1ccc(N2C(=O)/C(=C/c3ccco3)N(C)C2=S)cc1
  -0.7, 0.7, -1, 6, 3, -12, 1.0, -7, 0
39. Cc1cc(C)c(NC(=O)C(C)Sc2nnc(-c3ccco3)n2-c2ccccc2)c(C)c1 (stereo unspecified)
  -1.2, -0.6, 27, 1, -3, -6, -4.6, 3, 2
40. COc1ccc(OC)c(S(=O)(=O)N2CCN(C34CC5CC(CC(C5)C3)C4)CC2)c1
  -0.7, 0.5, -11, 0, -2, -4, -0.5, 1, 21
41. C=CCSc1ncc(-c2ccccc2)cn1
  1.4, -1.8, 5, 25, -1, 6, 0.8, 0, 9
42. CCn1c2ccccc2c2cc(/C=N/NC(=O)c3ccncc3)ccc21
  -1.1, 39, -83, 20, -6, -8, -2.6, -3, 6
43. Cc1ccc(Cl)c2c1=NC(=O)C=2c1[nH]c(=S)[nH]c1O
  -0.6, 2.5, -39, 28, -3, -2, -1.5, -6, 7
44. CS(=O)(=O)N(CC(=O)N1CCCCC1)c1cccc(F)c1
  1.2, 1.2, 0&0, 22, 3, 1, 1.9, -5, 6&5
45. CCOC(=O)c1nnn(-c2ccc([N+](=O)[O-])cc2)c1C
  0.3, -0.7, -10, 9, 3, 2, 1.2, 4, 6
46. CCOC(=O)c1ccc(NC(=O)CC2S/C(=N/N=C/c3c[nH]c4ccccc34)NC2=O)cc1 (stereo unspecified)
  0.0, 0.2, -68, 8, -1, 9, 2.3, 5, 13
47. COc1ccc(C2C(C(=O)c3ccco3)=C(O)C(=O)N2Cc2cccnc2)cc1OC (stereo unspecified)
  1.8, -0.2, 13, 0, -2, -8, -3.4, -5, -9
48. C=C(C)C(=O)OC1(C(F)(F)F)Oc2cc(C)ccc2NC1=O (stereo unspecified)
  -0.1, -0.3, -36, -1, 0, -8, -7.8, -33, 9
49. COc1ccc(N(CC(=O)Nc2nccs2)S(=O)(=O)c2c(C)[nH]c(=O)[nH]c2=O)cc1
  0.5, 1.2, 5, 12, -1, -1, 2.1, -4, 7
50. COc1ccc(OCc2nc3ccccc3[nH]2)cc1
  -0.6, -0.2, -2, -2, -1, 2, -0.7, -6, 0
51. O=C(C1CCCCC1)N1CC(=O)N2CCc3ccccc3C2C1 (stereo unspecified)
  -0.9, 1.4, 13&20&13, -1, 0, -5, 3.3, 3, 9&8
52. CCc1ccc(/C=C/C(=O)c2ccc(N3CCOCC3)cc2)cc1
  0.8, 3.3, -11, 2, -16, -7, -0.4, -10, 3
53. COC(=O)C1(C)NC(c2ccc(O)cc2)C2C(=O)N(c3ccc4c(c3)OCCO4)C(=O)C21 (stereo unspecified)
  -0.1, 1.1, 5, 1, 0, -1, -1.1, 0, 13
54. FC(F)(F)c1cc(-c2ccco2)nc(-n2nc(C(F)(F)F)cc2C2CC2)n1
  0.5, 1.7, 27, 4, -4, -7, 1.1, -2, 4
55. CCC1(C)Cc2c(sc3nc(NN)n(C)c(=O)c23)CO1 (stereo unspecified)
  0.0, 0.5, 20, 4, 3, -8, -2.2, -7, 5
56. O=C1C(Cc2ccccc2O)NC(=S)N1c1ccccc1 (stereo unspecified)
  1.4, -0.4, -5, 7, 0, -5, -1.0, -1, 10
57. NC(=O)COc1cccc(/C=N/NC(=O)c2ccc(-n3cccc3)cc2)c1
  0.6, 0.3, 5, 13, -4, 4, -0.8, -18, 4
58. C(=N\n1cncn1)/c1ccc(N2CCOCC2)cc1
  1.0, -0.2, 25, 3, -2, -6, -7.4, 0, 4

Not all compounds are listed; count on the stated rates, not on these rows.
